# Compound activity: PubChem, National Center for Advancing Translational Sciences (NCATS)
# HEK293 cAMP ctrl – counter-screen for TSHR agonists: cAMP increase in parental HEK293. parental HEK293 CNG cAMP sensor, membrane potential fluorescence. Potency, µM (titrated, usually from 57.1 µM), without a hit: top-dose activation, usual class: activators. 2.5% of 73,000 active. AID 938; also: potency is read from the fitted curve at half-maximal effect; % of control where 0% means no effect; nearly all actives have a fitted effect of over 55% in size
#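 Parental HEK 293 cells stably expressing a cAMP-gated CNG channel were loaded with membrane potential dye containing 100 uM RO 20-1724 for 60 min. Compound added for 30 min; depolarization read as fluorescence intensity at 590 nm.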
# Fluorescein fluor – fluorescein region autofluorescence | max fluorescein-equivalent concentration, M | 0.91% of 59,000 active | AID 593 | Compound autofluorescence, 480/540 nm, fluorescein-equivalent; hits give high values; in the data active = max fluorescein-equivalent concentration above about 10 nM; inconclusive = between about 1.1 nM and that limit
#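 Tris 100 mM pH 8.0; 15 min RT; CCD read, ex 480/em 540 nm. Output: fluorescein-equivalent concentration per compound concentration, from six-point dye series on each plate.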
# GFP derepression – derepresses silenced GFP locus in mouse C127i cells; AID 597; mouse C127i GFP locus derepression, cytometry, 30 h; 0.09% of 68,000 active; Potency, µM (titrated, usually from 46.1 µM), inactives show at the top dose GFP derepression (activation); also: % of control where 0% means no effect
#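 Read-out is the number of GFP-positive cells, scored as fluorescent objects 20 to 120 um wide, reflecting derepression of a silenced CMV-GFP reporter in murine C127i cells after 30 h compound exposure at 37 C.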
# Caspase-1 inhib – blocks human caspase-1 allosterically or competitively | Caspase-1 enzyme, Ac-WEHD-AFC fluorogenic rate | Potency, µM (titrated, usually from 57.5 µM), for the others: at the top dose activity change, negative = inhibition, hits mostly inhibitors | 0.03% of 75,000 active | AID 900;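 also: potency is read from the fitted curve at half-maximal effect; plate controls were vehicle for no effect and no substrate for full effect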
# Target sequence (P29466 120-297 limits assumed): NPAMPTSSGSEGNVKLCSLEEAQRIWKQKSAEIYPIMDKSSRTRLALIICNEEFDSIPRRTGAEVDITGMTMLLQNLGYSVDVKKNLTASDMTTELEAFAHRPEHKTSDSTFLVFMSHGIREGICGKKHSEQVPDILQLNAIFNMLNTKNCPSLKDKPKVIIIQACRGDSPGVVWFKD
# Target sequence (P29466 317-404 limits assumed): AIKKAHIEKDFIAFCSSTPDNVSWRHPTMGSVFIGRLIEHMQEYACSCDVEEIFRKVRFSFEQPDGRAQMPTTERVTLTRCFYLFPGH
# Ub-GFP proteasome – ubiquitin-GFP accumulation via proteasome inhibition. AID 526. Ubiquitin-GFP reporter cells, proteasome inhibition, GFP fluorescence; response scale: untreated = 0%, 10 µM MG-132 = 100%. 67,000 tested, under 10 active. Potency, µM (highest dose often 45.9 µM), for inactives: at the top dose activation (GFP accumulation), actives largely listed as activators; active = well fitted activation curve with a large enough effect, not every such curve was filed as active; inconclusive = small, poorly fitted or top-dose-only effect, or another doubt; inactive = no such curve, though single readings can be large or run the other way; also: potency is read from the fitted curve at half-maximal effect
#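 Proteasome blockade was scored as a rise in GFP-expressing U2OS cells carrying a ubiquitin(G76V)-GFP construct, imaged after 4 hr compound treatment at 37 °C across a 46 uM–2.9 nM series.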
# A350 fluor – compound fluoresces in the Alexa 350 spectral region | Compound autofluorescence, 340/450 nm, Alexa 350 dye-equivalents; hits give high values | max dye-equivalent concentration, M | AID 590 | 11% of 59,000 active; in the data active = max dye-equivalent concentration above about 10 nM; inconclusive = mostly about 1.1 nM to 9.6 nM
# USP2a inhib – inhibitors of human ubiquitin-specific protease USP2a. USP2a enzymatic assay, qHTS inhibition. O75604. 0.1% of 60,000 active. AID 927. Potency, µM (top dose mostly 38.3 µM), for inactives: at the top dose activity change, negative = inhibition, hits mostly inhibitors;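 also: potency is read from the fitted curve at half-maximal effect; nearly all actives have a fitted effect of over 60% in size; plate controls were DMSO for no effect and NEM full inhibition control for full effect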
# Target sequence (O75604 whole entry, looked up): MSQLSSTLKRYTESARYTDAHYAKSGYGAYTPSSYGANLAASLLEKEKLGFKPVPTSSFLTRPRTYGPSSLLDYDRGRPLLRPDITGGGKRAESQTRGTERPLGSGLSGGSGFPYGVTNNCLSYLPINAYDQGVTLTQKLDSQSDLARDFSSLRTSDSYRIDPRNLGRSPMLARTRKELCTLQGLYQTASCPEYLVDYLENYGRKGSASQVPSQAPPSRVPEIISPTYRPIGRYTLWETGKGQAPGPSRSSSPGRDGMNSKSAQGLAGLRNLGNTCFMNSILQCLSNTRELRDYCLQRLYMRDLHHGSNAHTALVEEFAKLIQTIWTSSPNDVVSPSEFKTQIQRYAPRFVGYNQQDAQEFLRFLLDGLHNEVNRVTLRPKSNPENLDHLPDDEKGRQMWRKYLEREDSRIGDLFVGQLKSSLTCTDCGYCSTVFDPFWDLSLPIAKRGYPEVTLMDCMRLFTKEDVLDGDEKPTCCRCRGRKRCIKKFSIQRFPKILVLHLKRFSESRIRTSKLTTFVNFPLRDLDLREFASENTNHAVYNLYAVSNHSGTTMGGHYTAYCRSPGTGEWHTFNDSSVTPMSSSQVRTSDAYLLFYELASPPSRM
#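 USP2 core (20 nM final) was preincubated with compound for 30 min at RT in 20 mM Tris-HCl pH 8.0, 2 mM CaCl2, 2 mM beta-mercaptoethanol; Ub-PLA2 (20 nM) plus NBD C6-HPC (20 uM) then added, fluorescence read after 2.5 h.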
# BRCT inh red – BRCT-phosphoprotein interaction inhibition (red fluorophore); P38398; BRCT-phosphopeptide binding, red fluorescence polarization; Potency, µM (titrated, usually from 76.9 µM), without a hit: top-dose activity change, negative = inhibition, hits mostly inhibitors; 0.03% of 75,000 active; also: % is scaled to controls: 0 for no effect and ±100 for the full control effect
#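 Fluorescence polarization: 100 nM His-tagged BRCA1 BRCT with 100 nM TAMRA-labelled phospho-BACH1 decapeptide, phosphate buffer pH 7.3 with 150 mM NaCl, DTT, 0.01% Tween 20; 12 min RT. Binding inhibition seen as FP decrease.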
# 4MU fluor – compound fluoresces in the 4-MU spectral region. compound autofluorescence, 340/450 nm, 4-MU equivalents; hits give high values. max dye-equivalent concentration, M. 11% of 59,000 active; in the data active = max dye-equivalent concentration above about 10 nM; inconclusive = mostly about 1.1 nM to 9.6 nM
#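 Compounds in 100 mM Tris, pH 8.0, incubated 15 min at room temperature, then fluorescence read at 340 nm excitation/450 nm emission. Signal converted to 4-MU dye-equivalent concentration using an on-plate six-point 4-MU standard curve.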
# BRCT PPI green – BRCA1 BRCT-phosphoprotein interaction inhibition; P38398; BRCA1 BRCT-phosphopeptide binding, green fluorescence polarization; Potency, µM (titrated, usually from 76.9 µM), without a hit: at the top dose activity change, negative = inhibition, actives largely listed as inhibitors; 0.05% of 75,000 active;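 also: potency is read from the fitted curve at half-maximal effect; plate controls were peptide without protein for full effect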
#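 Compounds were incubated for 12 min at room temperature with a complex of 100 nM fluorescein-tagged pBACH1 decapeptide and 250 nM His-tagged BRCT protein. Buffer was phosphate pH 7.3 with EDTA, DTT and Tween 20. Disruption of binding lowers the polarization signal.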
# Caspase-7 inhib – allosteric or competitive inhibitors of human caspase-7. recombinant caspase-7, Ac-DEVD-AFC fluorescence rate. Potency, µM (doses to about 57.5 µM), for the others: at the top dose activity change, negative = inhibition, actives largely listed as inhibitors. 0.02% of 75,000 active; active = well fitted inhibition curve with a large enough effect in the main read-out, with a control signal flat, not every such curve was filed as active; inconclusive = small, poorly fitted or top-dose-only effect, or a change in a side signal; also: potency is read from the fitted curve at half-maximal effect; % of control where 0% means no effect
# Numbers without * were called inactive; i = inactive; ? = inconclusive; · = not tested or not shown; [ ] = another dose, or the depositor's remark. Unless noted, calls follow the shape of the dose curve; as a rule, active = well fitted curve in the direction sought with a large enough effect; inconclusive = small, poorly fitted or top-dose-only effect, or another doubt; inactive = no such curve, though single readings can be large; an effect the other way counts as inactive or inconclusive. Not all compounds are listed, so the mix of outcomes need not match the whole.
# Second line of a record – HEK293 cAMP ctrl, Fluorescein fluor, GFP derepression, Caspase-1 inhib, Ub-GFP proteasome, A350 fluor, USP2a inhib, BRCT inh red, 4MU fluor, BRCT PPI green, Caspase-7 inhib
COc1ccc(NCc2nnc(SCC(=O)c3ccc(OC)cc3)n2C)cc1
  9%, i, 2%, -1%, 0%, i, 26%, -2.3%, i, -0.5%, 1%
O=S1(=O)C=C(Oc2ccc(F)cc2)c2ccccc21
  5%, i, -3%, 0%, 12%, i, 75%[activator], -0.6%, i, 1.5%, 0%
O=C(CC1(O)C(=O)N(C/C=C/c2ccccc2)c2ccccc21)c1ccccn1 (stereo not drawn)
  19%, i, -3%, -2%, -1%, i, 23%, -1.0%, i, 1.7%, -2%
O=C(Nc1ccccc1)OC1C2CCC1C(N1CCCCC1)CC2 (stereo not drawn)
  13%, i, 1%, -1%, -3%, 1.2e-08M*, 1%, -0.1%, 1.2e-08M*, 0.3%, -1%
CCOC(=O)Cc1c(C)nc2cc(-c3ccc(Cl)cc3)[nH]n2c1=O
  -18%, i, 0%, -3%, 5%, i, 28%, 0.3%, i, -1.3%, -14%
Cc1c(Nc2cc(=O)oc3ccccc23)c(=O)n(-c2ccccc2)n1C
  2%, i, -3%, 0%, 1%, i, -1%, -0.4%, i, 0.4%, 1%
Cc1ccc(Nc2cc(C)nc3nnnn23)cc1
  -2%, ?, 2%, 0%, 4%, i, 30%[activator], -0.5%, i, 3.0%, 0%
Cc1cccc(N2C(=O)SC(N(C)c3ccccc3)C2=O)c1 (stereo not drawn)
  23%, i, 0%, -1%, -2%, i, -3%, -1.1%, i, -1.7%, 1%
CCCCCCn1c(SCC(=O)c2ccccc2)nc2c1c(=O)[nH]c(=O)n2C
  -2%, ·, ·, -1%, -4%, ·, ·, -0.5%, ·, -1.4%, -1%
C=C(CC(=O)O)C(=O)O (tested in a mixture with another compound)
  -5%[11.4 µM], i, -4%[9.22 µM], 1%[11.5 µM], -3%[9.17 µM], i, ·, -1.3%[15.4 µM], i, 0.0%[15.4 µM], -4%[11.5 µM]
COCCCN1C(=O)C(=O)/C(=C(/O)c2ccc(OCC(C)C)cc2C)C1c1cccnc1 (stereo not drawn)
  3%[11.4 µM], ·, -4%, -2%, 12%[9.17 µM], ·, 7%[7.66 µM], -0.9%, ·, -0.9%, 3%
COc1ccccc1-n1c(C)nnc1SCC(=O)Nc1cccc(C(C)=O)c1
  1%, i, 5%, -2%, 5%, i, 5%, -0.8%, i, -0.2%, -1%
N#Cc1cc2c(nc1SCC(=O)NCc1ccc3c(c1)OCO3)CCCCC2
  ?, i, -3%, -1%, 2%, i, -4%, 0.8%, i, 0.0%, -4%
N#Cc1nc(-c2ccccc2F)oc1NCc1cccc2c1OCO2
  27%, ?, 2%, -3%, 0%, i, 3%, -0.8%, i, -1.5%, -4%
CCOc1ccc(-c2cc(CCCC(=O)NCc3cccnc3)no2)cc1
  ?, ·, -2%, -5%, 8%, ·, ·, -0.3%, ·, -0.2%, 0%
Cn1cnc2cc(NS(=O)(=O)c3ccc(Br)cc3)ccc21
  0%, i, 0%, -1%, 6%, i, 11%, -3.4%, i, 0.8%, -1%
CCn1c(=S)sc2c(=O)[nH]c(C)nc21
  17%, i, 7%, 0%, 7%, ?, 2%, -1.0%, i, -0.1%, 0%
CCOC(=O)N1CCN(C(=O)c2ccccc2CCc2ccccc2)CC1
  19%, i, -3%, 0%, 7%, i, 12%, -0.2%, i, 0.2%, 0%
O=S(=O)(NC1CCCCC1)c1ccc(Br)cc1
  -1%[11.4 µM], ·, 2%, -1%, ?, ·, 7%[7.66 µM], 0.9%, ·, 0.8%, 0%
CCC(=O)Oc1c(S(=O)(=O)c2ccc(C)cc2)c(C)nn1C(C)(C)C
  30%, i, 9%, -3%, 6%, i, -9%, 0.6%, i, 0.4%, 3%
Cc1nc2ccc3nc(NC(=O)c4ccc(S(=O)(=O)N5CCOCC5)cc4)sc3c2s1
  -11%, ?, 0%, 0%, 18%, 1.6e-07M*, 21%, -0.1%, 1.5e-07M*, -0.7%, -1%
C=CCSC[C@@H]1Nc2cc(Cl)c(S(N)(=O)=O)cc2S(=O)(=O)N1
  19%[25.6 µM], i, 3%[20.6 µM], -2%[25.7 µM], 0%[20.5 µM], ?, 0%[17.1 µM], -1.9%[34.4 µM], ?, -0.7%[34.4 µM], 1%[25.7 µM]
CCOc1ccccc1NC(=O)c1ccc(S(=O)(=O)N2CCOCC2)cc1
  15%, i, -1%, 0%, 6%, i, -2%, -3.9%, i, 1.5%, 5%
CCOC(=O)C1(N(CC)CC)Sc2cc(C)ccc2NC1=O (stereo not drawn)
  ?, ?, 3%, 0%, -10%, i, -4%, -2.4%, i, -4.6%, -1%
COc1ccc(N2C(=O)C(CC(=O)O)S/C2=C\C(C)=O)cc1 (stereo not drawn)
  -9%, ?, 0%, 1%, -1%, i, -3%, -0.3%, i, -0.6%, -3%
CN(C1CCCCC1)S(=O)(=O)c1ccccc1
  9%, i, 0%, -1%, 7%, i, 0%, 0.7%, i, -3.0%, -1%
Cc1cnc(CNc2ccnc(-c3ccccc3C(F)(F)F)n2)cn1
  1%, i, 5%[9.22 µM], -1%, 2%, i, 14%, 1.1%, i, -1.7%, 0%
CCOC(=O)C1CCN(S(=O)(=O)c2cccc(-c3cn4ccccc4n3)c2)CC1
  28%, i, 0%, -3%, ·, ?, 37%[activator], -1.8%, ?, 5.0%, -2%
COc1ccccc1NC(=O)N1CCCC1C(=O)NCc1ccccc1F (stereo not drawn)
  18%, i, 0%, 0%, -5%, i, 1%, 1.3%, i, -0.1%, 1%
O=C(CCCSc1nnc(-c2cccs2)n1CC1CCCO1)c1ccccc1 (stereo not drawn)
  ?, ?, 3%, -3%, -2%, ?, 4%, 1.1%, i, -0.8%, -4%
O=C(NC12CC3CC(CC(C3)C1)C2)N1CCC(n2nnc3ccccc32)CC1
  5%, ?, 1%, 1%, -2%, i, 49%[activator], -1.1%, i, 0.5%, -2%
CCOc1ccccc1-n1c(SCC(N)=O)nc2ccccc2c1=O
  4%, ?, 1%, 0%, -1%, ?, -3%, 0.2%, ?, 0.1%, 10%
COc1ccc(CSc2nc(N3CCOCC3)c3c(c2C#N)CC(C)(C)OC3)cc1
  15%, i, -1%, -1%, -4%, 3.4e-08M*, -1%, 0.6%, 3e-08M*, -0.8%, -1%
O=C(CSc1nnc(Cn2c(=O)sc3ccccc32)n1CCc1ccccc1)N1CCCC1
  8%, ·, 0%, 3%, -3%, ·, ·, 1.7%, ·, 1.1%, -2%
COCCn1c(=O)[nH]c2cc(C(=O)NC3CCCCCC3)ccc2c1=O
  6%, ·, ·, -3%, 8%, ·, ·, -0.1%, ·, -0.2%, -2%
COc1ccc(C2=C(N)c3ccccc3C2=O)cc1
  ?, ·, 0%, -1%, ?, ·, -7%, 1.1%, ·, -1.3%, -1%
COc1ccc(C2C(=O)N(C3CCCCC3)CC(=O)N2CCc2ccccc2)cc1OC (stereo not drawn)
  10%, i, -5%, 1%, 2%, i, 11%, -0.5%, i, -1.3%, 0%
COc1ccc(-c2noc(CSc3nc(-c4ccccc4)cc(=O)[nH]3)n2)cc1OC
  6%, i, 6%, -1%, 0%, i, 26%, 1.2%, i, 8.8%, -3%
O=C(Nc1nnc(-c2ccco2)s1)C1CC1
  3%, ?, -5%, 0%, 10%, i, 5%, -1.1%, i, 0.8%, 1%
CCOC(=O)CCN1C(=O)[C@H]2[C@H]3[C@H](O)[C@H](O)C/C(=N/NC(=O)OCc4ccc(OC)cc4)[C@H]3CC[C@@H]2C1=O
  -4%[11.4 µM], ·, ·, -1%[11.5 µM], ·, ·, ·, 0.3%[15.4 µM], ·, 1.5%[15.4 µM], -3%[11.5 µM]
CCCCCn1c(CN2CCN(C(=O)OCC)CC2)nc2c1c(=O)n(C)c(=O)n2C
  2%, ?, 2%, -3%, 6%, ?, -3%, 0.1%, i, -1.3%, -2%
CN1C(=O)CC(N2CCC(c3nc4ccccc4[nH]3)CC2)C1=O (stereo not drawn)
  13%, ·, ·, 1%, 0%, ·, ·, 0.0%, ·, -0.8%, -1%

# 3 structures out of the list, sorted by length of the SMILES, rising:
# Second line of a record – HEK293 cAMP ctrl, Fluorescein fluor, GFP derepression, Caspase-1 inhib, Ub-GFP proteasome, A350 fluor, USP2a inhib, BRCT inh red, 4MU fluor, BRCT PPI green, Caspase-7 inhib
Cc1cnc(CNc2ccnc(-c3ccccc3C(F)(F)F)n2)cn1
  1%, i, 5%[9.22 µM], -1%, 2%, i, 14%, 1.1%, i, -1.7%, 0%
C=CCSC[C@@H]1Nc2cc(Cl)c(S(N)(=O)=O)cc2S(=O)(=O)N1
  19%[25.6 µM], i, 3%[20.6 µM], -2%[25.7 µM], 0%[20.5 µM], ?, 0%[17.1 µM], -1.9%[34.4 µM], ?, -0.7%[34.4 µM], 1%[25.7 µM]
COCCCN1C(=O)C(=O)/C(=C(/O)c2ccc(OCC(C)C)cc2C)C1c1cccnc1 (stereo not drawn)
  3%[11.4 µM], ·, -4%, -2%, 12%[9.17 µM], ·, 7%[7.66 µM], -0.9%, ·, -0.9%, 3%
